Source: PubChem
TRPC6 activator: activators of mouse TRPC6 channel; Q61143; HEK293-TRPC6 membrane potential dye fluorescence; stronger effect = higher value; B-score at 10 µM; actives 0.13% (n = 310,000); AID 2550;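 active means B-score of the integrated fluorescence ratio above library mean plus 3 SD, and starting fluorescence ratio within library mean plus 5 SD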;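 further: higher score means more depolarization so channel activation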
TRPC4 agonist: opens the mouse TRPC4 cation channel | B-score at 10 µM | actives 0.49% (n = 310,000) | Q9QUQ5 | HEK293 TRPC4beta/mu-opioid, Fluo4 calcium fluorescence; stronger effect = higher value | AID 2237;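 active means B-score above 5 SD of library B-scores, and initial fluorescence ratio not above library mean plus 5 SD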;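 further: positive B-score marks a calcium rise read as TRPC4 activation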
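System: HEK293 cells stably co-expressing mouse TRPC4beta and mu-opioid receptor; Schedule: Fluo4 dye loading 45 min at room temperature, 110 s recording; Detection: Fluo4 fluorescence, kinetic; Evaluation: B-scored integrated calcium fluorescence ratio; Controls: buffer (low) and maximal DAMGO (high).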
MrgX1 PAM: human MrgX1 positive allosteric modulation, primary screen | MrgX1-HEK293, Fluo-4 calcium flux, FDSS; stronger effect = higher value | B-score at 10 µM | AID 588675 | actives 0.63% (n = 310,000);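 active means plate-corrected calcium response at least 3 library SD above typical, normal starting fluorescence, not activating the receptor alone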;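 further: compound read alongside a low EC10 to EC30 dose of BAM8-22 agonist; peak minus trough fluorescence over baseline measured at the second addition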
Target sequence (Q96LB2 whole entry, looked up): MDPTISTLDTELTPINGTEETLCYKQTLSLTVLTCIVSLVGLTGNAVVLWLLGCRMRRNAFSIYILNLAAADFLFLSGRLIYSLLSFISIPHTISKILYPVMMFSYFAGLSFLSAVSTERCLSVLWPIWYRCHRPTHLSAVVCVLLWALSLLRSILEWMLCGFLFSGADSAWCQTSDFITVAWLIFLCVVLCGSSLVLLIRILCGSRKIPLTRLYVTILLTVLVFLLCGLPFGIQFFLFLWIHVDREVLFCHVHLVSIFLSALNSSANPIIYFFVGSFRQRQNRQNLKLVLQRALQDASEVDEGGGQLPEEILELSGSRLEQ
AI-2 QS mod: modulators of Vibrio harveyi AI-2 quorum sensing system; AID 2094; actives 0.4% (n = 300,000); Vibrio harveyi JMH597 AI-2 luminescence/OD600 ratio, 9 h; stronger effect = lower value; strain lacks LuxN and CqsS sensors; 0 = neutral-control median; activity change, % at 7.5 µM; in the data active means activity change below about -75%, passing the limit was not always enough;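 further: luminescence divided by OD600 gain over 9 h not by final OD600 alone; inactives centre near 13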
MrgX1 ag: human MrgX1 receptor agonism, primary screen | actives 0.44% (n = 310,000) | AID 588627 | Q96LB2 | B-score at 10 µM | MrgX1-HEK293 cells, Fluo-4 calcium fluorescence, agonist mode; stronger effect = higher value;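 active means calcium response B-score plate-corrected fluorescence ratio at least 3 library SD, with starting fluorescence B-score inside 5 SD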
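times = overnight plating, then 30 min 37 °C plus 30 min room-temperature dye loading | assay system = stable human MrgX1 HEK293 cell line | input = fifteen thousand cells per well | signal = kinetic calcium dye fluorescence, Fluo-4 NW | dosing = compound delivered in addition one of three | read-out = B-scored fluorescence response ratio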
MrgX1 antag: blocks BAM8-22 activation of human MrgX1 receptor. Q96LB2. MRGX1-HEK293 calcium flux, Fluo-4, BAM8-22 antagonism; stronger effect = lower value. B-score at 10 µM. actives 1.3% (n = 310,000). AID 588676;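 active means calcium-response B-score plate-corrected more than 3 library SD below zero, starting fluorescence within 5 deviations, no agonist response on first addition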;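 further: peak minus trough fluorescence over baseline after final BAM8-22 challenge near maximal dose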
HIF act: HIF pathway transcriptional activation. U2OS HRE-luciferase reporter, luminescence; normalized: DMSO 0%, desferrioxamine 100%. activation, % at 7.5 µM (by protocol). actives 0.32% (n = 300,000). AID 1910;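 active means mean activation of at least 10% of the iron chelator positive control signal, with at least half of replicates also reaching 10%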
TRPC4 potent: TRPC4 (mouse) allosteric potentiation. Q9QUQ5. HEK293 TRPC4beta/mu-opioid, DAMGO EC20, Fluo-4 Ca2+ flux; stronger effect = higher value. B-score at 10 µM. actives 0.42% (n = 310,000). AID 2227;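 active means B-score of calcium response area above 5 SD of library B-scores, with initial fluorescence ratio within 5 SD of library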;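 further: B-score of integrated fluorescence ratio over time as area under calcium response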
TRPC4 inh: blocks the mouse TRPC4 cation channel. HEK293 TRPC4beta/mu-opioid, DAMGO-evoked Fluo4 calcium flux; stronger effect = lower value. B-score at 10 µM. actives 0.39% (n = 300,000). AID 2247;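 active means B-score over 3 SD under the library average, no early fluorescence shift, positive overall ratio signal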
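Assay system: HEK293 cells with stable TRPC4beta plus mu-opioid receptor expression. Dosing: single dose. Measured by: Fluo4 Ca2+ flux fluorescence. Also added: DAMGO in two steps, submaximal then maximal. Read-out: B score from integrated Fluo4 fluorescence ratio.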
PolyA inh: inhibitors of polyadenylation in S. cerevisiae; S. cerevisiae SKY197-pL101 polyadenylation reporter, beta-gal luminescence; efflux-impaired pdr1/pdr3 knockout yeast; score 100 = 6 SD above DMSO; actives 0.02% (n = 300,000); calls only at 12 µM; AID 1875;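 active means lowest replicate activity score at least 50, where 100 means six control SD above control mean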;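 further: yeast exposed to compound for 9 h at 30 °C; higher score means more reporter readthrough which indicates perturbed polyadenylation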
TRPC6 inh: mouse TRPC6 channel inhibition; HEK293-TRPC6, membrane potential dye, ACh-evoked depolarization; stronger effect = lower value; B-score at 10 µM; actives 1.1% (n = 310,000); AID 2553;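 active means B-score under library mean minus 3 SD, initial fluorescence not abnormally high, positive integrated signal ratio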;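 further: B-score derived from integrated fluorescence ratio over the kinetic read; more negative B-score means stronger inhibition of depolarization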
Active calls of the source: *; i = inactive; x = no result given.

Fields: TRPC6 activator	MrgX1 antag	TRPC4 agonist	TRPC4 inh	HIF act	TRPC4 potent	PolyA inh	MrgX1 PAM	TRPC6 inh	MrgX1 ag	AI-2 QS mod
1	C=CCc1cc(Cl)ccc1OCCCNC(C)CC (configuration not stated)
    i	i	i	i	-0.2	i	i	i	i	i	5.8
2	Nn1c(Cc2ccccc2)n[nH]c1=S
    i	i	i	i	0.4	i	i	i	i	i	8.3
3	Cc1ccc(S(=O)(=O)c2ccc(C)cc2)cc1
    i	i	i	i	-0.1	i	i	i	i	i	-91.7*
4	O=C(CN1CCN(c2cccc(C(F)(F)F)c2)CC1)Nc1cccc(C(F)(F)F)c1
    i	i	i	i	-1.8	i	i	i	i	i	2.8
5	O=C(Nc1ccccc1)N1CCN2C(=O)c3ccccc3C12c1ccccc1 (configuration not stated)
    i	i	i	i	-2.8	i	i	i	i	i	19.7
6	Cc1cccnc1NC(=O)CNC(=O)C12CC3CC(CC(Cl)(C3)C1)C2
    i	i	i	i	-0.8	i	i	i	i	i	15.2
7	Cc1ccccc1N1CC(=O)Nc2c(oc3nc(-c4ccccc4)cc(C)c23)C1=O
    i	i	i	i	-0.4	i	i	i	i	i	19.5
8	Cc1nn(C(C)C(=O)NCC2CCCO2)c(C)c1[N+](=O)[O-] (configuration not stated)
    i	i	i	i	-0.1	i	i	i	i	i	10.8
9	CCCc1nc2oc3c(Cl)ncnc3c2c2c1CCCC2
    i	i	i	i	-0.2	i	i	i	i	i	9.3
10	COC(=O)COc1ccc(-c2nccc(-c3ccccn3)n2)cc1
    i	i	i	i	-0.8	i	i	i	i	i	6.1
11	Cc1cccc(COc2ccc(/C=N/NC(=O)c3nnn(-c4nonc4N)c3COc3ccc(F)cc3)cc2)c1
    i	i	i	i	1.0	i	i	i	i	i	24.5
12	CC(C)NC(=O)c1cnn2c1NC(c1cccs1)CC2C(F)(F)F (configuration not stated)
    i	i	i	i	-0.5	i	i	i	i	i	14.0
13	Cn1c(=O)c2c(ncn2CC(=O)Nc2nccs2)n(C)c1=O
    i	i	i	i	-0.2	i	i	i	i	i	19.1
14	CC(=O)Nc1ccccc1NC(=O)COc1cccc2ccccc12
    i	i	i	i	0.1	i	i	i	i	i	19.4
15	O=C(NCC1CCCO1)c1cc(-c2ccc(Cl)cc2Cl)on1 (configuration not stated)
    i	i	i	i	1.4	i	i	i	i	i	17.0
16	CCCCn1c(N)c(N(Cc2ccccc2OC)C(=O)C(C)Oc2ccc(Cl)cc2)c(=O)[nH]c1=O (configuration not stated)
    i	i	i	i	-0.1	i	i	i	i	i	10.4
17	O=C1c2oc3ccccc3c(=O)c2C(c2cccc(F)c2)N1CCCO (configuration not stated)
    i	i	i	i	-0.2	i	i	i	i	i	14.2
18	COc1ccc(/C=C/c2nc(-c3ccccc3)cc(=O)[nH]2)cc1
    i	i	i	i	1.7	i	i	i	i	i	-16.8
19	CCN(CC(=O)NCCCN1CCOCC1)S(=O)(=O)c1cc(Cl)ccc1Cl
    i	i	i	i	-1.5	i	i	i	i	i	4.7
20	O=C(Nc1ccc2oc(-c3cccc4ccccc34)nc2c1)c1ncn[nH]1
    i	i	i	i	5.2	i	i	i	i	i	11.3

Next part:
Fields: TRPC6 activator	MrgX1 antag	TRPC4 agonist	TRPC4 inh	HIF act	TRPC4 potent	PolyA inh	MrgX1 PAM	TRPC6 inh	MrgX1 ag	AI-2 QS mod
21	COc1cc2cnc(Cl)nc2cc1OC
    i	i	i	i	0.1	i	i	i	i	i	18.0
22	O=C(c1ccccn1)c1conc1C(=O)c1ccc(Br)cc1
    i	i	i	i	-0.1	i	i	i	i	i	-3.7
23	O=C1CCCN1c1cc(Cl)ccc1Cl
    i	i	i	i	0.0	i	i	i	i	i	11.4
24	CCCNC(=S)Nc1ccc2nc(-c3ccccn3)c(-c3ccccn3)nc2c1
    i	i	i	i	-0.2	i	i	i	i	i	22.1
25	N#C/C(=C\c1ccc(OCCN2CCOCC2)cc1)C(=O)Nc1ccccc1F
    i	i	i	i	-0.4	i	i	i	i	i	4.6
26	CCCCNCc1cc(Br)c(OCc2cccs2)c(OC)c1
    i	i	i	i	-0.3	i	i	i	i	i	12.8
27	Cc1ccc(S(=O)(=O)N(C)C)cc1NC(=O)CSc1nc2ccccc2[nH]1
    i	i	i	i	0.0	i	i	i	i	i	15.4
28	CCCOc1cccc(C2C(C(=O)c3ccco3)=C(O)C(=O)N2CCN(CC)CC)c1 (configuration not stated)
    i	i	i	i	-0.3	i	i	i	i	i	11.3
29	CC(C)OC(=O)CC1C(=O)NCCN1C(=S)NC(=O)c1ccccc1Cl (configuration not stated)
    i	i	i	i	-0.2	i	i	i	i	i	12.4
30	CCN1CCN(c2cc(C)nc(-c3ccccc3O)n2)CC1
    i	i	i	i	0.3	i	i	i	i	i	13.1
31	CCOC(=O)c1c(NC(=O)C2(C)Cc3ccccc3C(=O)O2)sc2c1CCCC2 (configuration not stated)
    i	i	i	i	0.6	i	i	i	i	i	6.9
32	CCOC(=O)N1CCN(c2nc(-c3ccc(OC)cc3)no2)CC1
    i	i	i	i	1.4	i	i	i	i	73.7*	29.8
33	CN1CCN(c2ccc(NC(=O)c3ccc(Oc4ccccc4)cc3)cc2)CC1
    i	i	i	i	1.0	i	i	i	-6.19*	i	11.4
34	O=C(CSC1=NCCS1)Nc1ccc(F)cc1
    i	i	i	i	0.0	i	i	i	i	i	-2.7
35	Cc1c(C(=O)N2CCN(c3ccccc3)CC2)sc2nc3n(c(=O)c12)CCC3
    i	i	i	i	0.8	i	i	i	i	i	x
36	Cc1ccc2c(c1)c1c(n2CC(O)CN2CCCCC2C)CCCC1 (configuration not stated)
    i	i	i	i	-0.7	i	i	i	i	i	35.5
37	CCN(CC)c1ccc(/C=N/NC(=O)c2c(Cl)cnn2C)c(O)c1
    i	i	i	i	14.9*	i	i	i	i	i	-14.7
38	Cc1c(C(=O)OCC(C)C)[nH]c2c1C(=O)CC(c1ccco1)C2 (configuration not stated)
    i	i	i	i	2.7	i	i	i	i	i	6.1
39	CC(=O)OC[C@]1(OC(C)=O)C[C@@]23CC[C@H]4[C@@](C)(CCC[C@@]4(C)C(=O)O)[C@@H]2CC[C@@H]1C3
    i	i	i	i	-0.2	i	i	i	i	i	20.5
40	C=CCn1c(SCC(=O)Nc2ccc(NC(=O)c3ccco3)c(OC)c2)nnc1-c1ccncc1
    i	i	i	i	-0.5	i	i	i	i	i	12.2

Further entries
Fields: TRPC6 activator	MrgX1 antag	TRPC4 agonist	TRPC4 inh	HIF act	TRPC4 potent	PolyA inh	MrgX1 PAM	TRPC6 inh	MrgX1 ag	AI-2 QS mod
41	O=C(NCC1CCCCC1)C1CCCN(C(=O)NC2CCCCC2)C1 (configuration not stated)
    i	i	i	i	0.6	i	i	i	i	i	6.8
42	CCc1cc2c3c(c1)C1(C(=O)N3C(C)(C)C=C2C)C(C#N)=C(N)Oc2[nH]c(=O)[nH]c(=O)c21 (configuration not stated)
    i	i	i	i	0.2	i	i	i	i	i	16.8
43	OCCN(Cc1ccccc1)C(=S)NC1CCCCC1
    i	i	i	i	-0.1	i	i	i	i	i	9.2
44	Cc1ccc(NC(=O)COC(=O)Cc2ccsc2)cc1S(=O)(=O)N(C)C
    i	i	i	i	-0.4	i	i	i	i	i	-35.1
45	O=C(CSc1c2c(nc3cc(Cl)ccc13)CCCC2)NCCN1CCOCC1
    i	i	i	i	0.3	i	i	i	i	i	30.4
46	COc1ccc(-c2csc(/N=C/N(C)C)n2)cc1OC
    i	i	i	i	0.5	i	i	i	i	i	-8.2
47	Cc1ccc(N2CCN(CCCN3C(=O)C4CCCN4C3=O)CC2)cc1 (configuration not stated)
    i	i	i	i	-0.3	i	i	i	i	i	38.9
48	COc1ccc(NC(=O)/C=C/c2ccc3c(c2)OCO3)cc1
    i	i	i	i	2.9	i	i	i	i	i	1.7
49	Cc1ccc(C(=O)NCc2cccnc2)cc1S(=O)(=O)Nc1ccccc1
    i	i	i	i	0.1	i	i	i	i	i	14.0
50	COc1cc(NS(=O)(=O)c2ccc(C)cc2C)cc(OC)c1OC
    i	i	i	i	0.0	i	i	i	i	i	13.0
51	OC(CN1C2=NCCN2c2ccccc21)c1ccccc1 (configuration not stated)
    i	i	i	i	0.3	i	i	i	i	i	12.9
52	C/C=C\C=C/C(=O)Nc1cccc(C2=NOC3(C2)C[C@@H](C(N)=O)N(C(=O)/C=C/C=C\C)C3)c1 (some centres not stated)
    i	i	i	i	1.6	i	i	i	i	i	-1.1
53	Cc1cccc(C(=O)N[C@H](C(=O)Nc2ccc(C)c(S(=O)(=O)N(C)C)c2)C(C)C)c1
    i	i	i	i	-0.3	i	i	i	i	i	18.6
54	COC(=O)c1ccc(-c2ccco2)n1Cc1cc(C)ccc1C
    i	i	i	i	-0.4	i	i	i	i	i	19.2
55	CC[C@H](C)[C@@H](C(=O)N1CCNCC1)n1cc([C@@H](N)Cc2ccc(O)cc2)nn1
    i	i	i	i	-0.9	i	i	i	i	i	13.3
56	CC1CCN(C(=O)COc2ccc(S(=O)(=O)N3CCCC3)cc2)CC1
    i	i	i	i	0.5	i	i	i	i	i	26.2
57	CCOCCCn1c(=S)[nH]c2cc(C(=O)NC3CCCCC3C)ccc2c1=O (configuration not stated)
    i	i	i	i	-0.4	i	i	i	i	i	33.9
58	Cn1c(N)c(C(=O)COC(=O)c2ccc(Br)o2)c(=O)n(C)c1=O
    i	i	i	i	-0.5	i	x	i	i	i	22.3
59	Cc1cnc(C(=O)OCC(=O)N(C)CC(=O)Nc2ccccc2Cl)cn1
    i	i	i	i	0.2	i	i	i	i	i	16.2
60	O=C(NCCCCO)c1ccc2c3c(cccc13)CC2
    i	i	i	i	0.3	i	i	i	i	i	12.3
61	CC(=O)N1CCN(Cc2nc3cc(NC(=O)Cn4nc(C)c5ccccc5c4=O)ccc3n2C)CC1
    i	i	i	i	-0.3	i	i	i	i	i	13.2
62	NC(=O)NC(Cc1ccccc1)c1ccccc1 (configuration not stated)
    i	x	i	i	-0.2	i	i	x	i	x	27.2
63	COC(=O)c1sc(NC(=O)COc2c(C)cccc2C)nc1C
    i	i	i	i	-1.8	i	i	i	i	i	29.5

An excerpt. The share of hits here may be higher or lower than overall.
